Screens deposited in PubChem BioAssay by several laboratories.
MgcRacGAP inhibition – MgcRacGAP GTPase-activating activity inhibitors, confirmation, biochemical, ADP Hunter fluorescence | 340,000 tested, 0.6% active | MgcRacGAP-stimulated Rac1 GTP hydrolysis, ADP Hunter fluorescence; higher % means a stronger effect; GST-tagged Rac1 F28L mutant substrate | inhibition, % at 30 µM; hits with a dose series show IC50 in µM;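 active = first-screen hits whose inhibition reached a set limit at any dose in the follow-up dose series; inconclusive = inhibition above the set first-screen limit but never retested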;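 also: fluorescence reports GDP produced by GAP-driven GTP hydrolysis; strong numbers were not always called active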
PhoP inhibition – inhibitors of PhoP regulon expression, primary screen, Salmonella Typhimurium, GFP reporter (AID 1863). S. Typhimurium PhoP-regulated promoter GFP reporter, 4 h; higher % means a stronger effect. inhibition, % at 50 µM, or IC50 in µM where a hit was titrated. 300,000 tested, 0.16% active;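 active = inhibition over 29.93%, a cutoff 3 SD above the screen mean, later confirmed by dose response; inconclusive = inhibition over 29.93% but no dose response follow-up; inactive = inhibition at most 29.93% or unconfirmed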;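 also: 0% = low Mg2+ inducing control and 100% = high Mg2+ repressing control; strong numbers were not always called active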
GPR55 antagonists – GPR55 antagonists blocking LPI-driven arrestin recruitment, primary screen, imaging, U2OS, beta-arrestin-GFP, LPI agonist (AID 2013); U2OS GPR55 beta-arrestin-GFP translocation imaging, LPI antagonism; higher % means a stronger effect; one-dose inhibition, % at 10 µM; IC50 in µM for titrated hits; 290,000 tested, 0.13% active;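 active = spots per cell inhibited over 60%, with over 100 cells counted and total cytoplasm intensity under 500,000; inconclusive = wells with under 100 cells, flagged as likely toxic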;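 also: U2OS cells stably carrying GPR55 and arrestin-GFP stimulated by 5 µM LPI near EC80; imaged beta-arrestin-GFP aggregate spots per cell after agonist stimulation; plate controls were LPI-stimulated DMSO wells for no effect and DMSO wells without LPI for full effect; some results filed as inactive read as strong as hits; confirmed hits need IC50 under 10 µM and bright autofluorescent wells are also inconclusive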
GPR35 arrestin U2OS – inhibition of zaprinast-stimulated GPR35 beta-arrestin translocation – imaging, U2OS, beta-arrestin-GFP, zaprinast agonist, primary screen (AID 2058) | inhibition, % at 10 µM, or IC50 in µM where a hit was titrated | 290,000 tested, 0.052% active | U2OS GPR35 beta-arrestin-GFP translocation imaging, zaprinast antagonism; higher % means a stronger effect;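 active = inhibition of at least 50% with at least 30 cells and total cytoplasm GFP at most 10,000,000; inconclusive = under 30 cells or total GFP of 10,000,000 plus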
NTR1 ag – NTR1-driven beta-arrestin-GFP spot formation – imaging, U2OS cells, high content, primary screen (AID 493036) | P30989 | activation, % at 20 µM | 330,000 tested, 0.17% active | agonist mode;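 active = activation at or above 40% of the spot to cytoplasm intensity ratio, with at least 20 cells analyzed; inconclusive = wells under 20 cells, flagged as cytotoxic or low count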;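 also: 0% = DMSO without peptide and 100% = 100 nM NTR1 peptide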
Target sequence (P30989 whole entry, looked up): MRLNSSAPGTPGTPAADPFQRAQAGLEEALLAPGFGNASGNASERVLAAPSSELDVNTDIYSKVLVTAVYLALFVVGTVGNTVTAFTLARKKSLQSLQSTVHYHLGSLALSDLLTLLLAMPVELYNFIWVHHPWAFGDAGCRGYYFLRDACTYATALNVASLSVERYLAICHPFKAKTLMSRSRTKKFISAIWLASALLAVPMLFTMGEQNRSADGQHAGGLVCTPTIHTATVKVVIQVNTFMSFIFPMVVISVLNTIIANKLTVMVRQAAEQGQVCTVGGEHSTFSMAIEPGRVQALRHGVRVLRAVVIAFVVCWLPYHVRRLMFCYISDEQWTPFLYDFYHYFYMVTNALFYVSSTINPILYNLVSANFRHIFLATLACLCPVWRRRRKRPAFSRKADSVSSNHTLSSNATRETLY
LYP phosphatase – inhibitors of LYP phosphatase, biochemical, fluorescence intensity, uHTS (AID 1779) | recombinant LYP phosphatase, fluorescence intensity; higher % means a stronger effect | one-dose inhibition, % at 11.5 µM; IC50 in µM for titrated hits | 290,000 tested, 0.054% active; in the data active = inhibition above about 50%;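 also: plate controls were vehicle with enzyme for no effect and no enzyme for full effect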
Myeloid diff 2 – promotes myeloid progenitor differentiation | calls only at 10 µM | 360,000 tested, 1% active | AID 624256 | ER-HoxA9 myeloid progenitors, lysozyme-GFP differentiation, flow cytometry;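 active = normalized GFP-positive differentiation at or above the plate's own cutoff, the solvent-only control mean plus 3 SD; inconclusive = no clear call, values can overlap the other calls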;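 also: cells exposed to compound for four days before flow analysis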
HIV peptide binding – cell-free HIV fusion peptide-binding blockers – biochemical, uHTS, fluorescence dequenching, primary screen (AID 1986). cell-free peptide binding, fluorescence dequenching, 30 min; higher % means a stronger effect. inhibition, % at 20 µM; hits with a dose series show IC50 in µM. 290,000 tested, 0.3% active; in the data active = inhibition mostly above about 52%, no sharp cut-off; inactive = mostly below about 76%; also: some results filed as inactive read as strong as hits
SIAH1 antagonists – blockers of Siah-1 interaction with plectin peptide – biochemical, fluorescence polarization, rhodamine-plectin, uHTS, primary screen (AID 1817) | Siah-1 / rhodamine-plectin peptide fluorescence polarization; higher % means a stronger effect | displacement, % at 20 µM; hits with a dose series show IC50 in µM | 290,000 tested, 0.02% active;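 active = displacement of at least 50% at 20 µM, with a fluorescence ratio check between 0.3 and a set limit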;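 also: plate controls were Siah plus tracer with DMSO for no effect and tracer alone without Siah for full effect; strong numbers were not always called active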
NTR1 ag cell count 20 µM – further read-out of NTR1 ag, marked with its call; cell count; measured here: cell count, cytotoxicity flag
Myeloid diff 2 GFP+ MAC1+ % – further read-out of Myeloid diff 2, marked with its call; GFP+ MAC1+ double positive, %; measured here: differentiation confirmed by MAC1 staining
Active calls of the source: *; i = inactive; ? = inconclusive; / = no result given.

SMILES	MgcRacGAP inhibition	PhoP inhibition	GPR55 antagonists	GPR35 arrestin U2OS	NTR1 ag	NTR1 ag cell count 20 µM	LYP phosphatase	Myeloid diff 2	Myeloid diff 2 GFP+ MAC1+ %	HIV peptide binding	SIAH1 antagonists
COc1ccc(NC(=O)/C=C/c2ccco2)cn1	2%	1%	-5%	0%	-0.8	36	1%	i	0.7	18%	2%
COC(=O)c1ccccc1NC(=O)/C=C/C(=O)O	4%	7%	3%	18%	3.0	50	-8%	i	0.7	1.1%	-4%
O=C(CCc1ccccc1)NCCCN1CCOCC1	-1%	5%	-26%	-2%	-0.2	57	-5%	i	0.8	3.5%	-4%
COc1cc(OC)cc(C(=O)OCC(=O)Nc2cccc(C(C)=O)c2)c1	-4%	2%	-5%	-2%	1.9	58	-7%	i	0.8	-0.4%	-3%
O=C(NCCCN1CCOCC1)c1cccc(S(=O)(=O)N2CCN(c3ccccc3)CC2)c1	-3%	0%	/	/	0.9	75	/	i	0.3	/	/
COc1cccc(-c2cc(-c3cccnc3)nc(N)c2C#N)c1	5%	-4%	7%	9%	4.2	50	-12%	i	0.9	0.9%	-1%
COc1cccc(C(=O)Nc2ccccc2OC(F)(F)F)c1	6%	2%	13%	20%	-0.3	41	-14%	i	0.1	-1.4%	-7%
COc1ccc(CNC(=O)C2=CC(c3ccc(C)cc3)=NS(=O)(=O)N2C)cc1	8%	/	0%	2%	5.4	50	-2%	i	1.4	1.9%	26%
COc1ccc(NC(=O)N(Cc2ccc3c(c2)OCO3)C2CC(=O)N(c3ccc(OC)cc3)C2=O)cc1 (centres undefined)	2%	8%	3%	4%	-1.0	59	-11%	i	5.4	0.0%	-3%
COc1ccccc1OCc1nc(C#N)c(NCCCn2ccnc2)o1	-1%	1%	7%	10%	-0.2	78	-6%	i	0.8	-1.2%	8%

6 entries from above, arranged by heavy-atom count, ascending.
SMILES	MgcRacGAP inhibition	PhoP inhibition	GPR55 antagonists	GPR35 arrestin U2OS	NTR1 ag	NTR1 ag cell count 20 µM	LYP phosphatase	Myeloid diff 2	Myeloid diff 2 GFP+ MAC1+ %	HIV peptide binding	SIAH1 antagonists
COc1cccc(C(=O)Nc2ccccc2OC(F)(F)F)c1	6%	2%	13%	20%	-0.3	41	-14%	i	0.1	-1.4%	-7%
COc1cccc(-c2cc(-c3cccnc3)nc(N)c2C#N)c1	5%	-4%	7%	9%	4.2	50	-12%	i	0.9	0.9%	-1%
COc1cc(OC)cc(C(=O)OCC(=O)Nc2cccc(C(C)=O)c2)c1	-4%	2%	-5%	-2%	1.9	58	-7%	i	0.8	-0.4%	-3%
COc1ccc(CNC(=O)C2=CC(c3ccc(C)cc3)=NS(=O)(=O)N2C)cc1	8%	/	0%	2%	5.4	50	-2%	i	1.4	1.9%	26%
O=C(NCCCN1CCOCC1)c1cccc(S(=O)(=O)N2CCN(c3ccccc3)CC2)c1	-3%	0%	/	/	0.9	75	/	i	0.3	/	/
COc1ccc(NC(=O)N(Cc2ccc3c(c2)OCO3)C2CC(=O)N(c3ccc(OC)cc3)C2=O)cc1 (centres undefined)	2%	8%	3%	4%	-1.0	59	-11%	i	5.4	0.0%	-3%

Later entries:
SMILES	MgcRacGAP inhibition	PhoP inhibition	GPR55 antagonists	GPR35 arrestin U2OS	NTR1 ag	NTR1 ag cell count 20 µM	LYP phosphatase	Myeloid diff 2	Myeloid diff 2 GFP+ MAC1+ %	HIV peptide binding	SIAH1 antagonists
COc1cc2c(cc1OC)C(COc1ccccc1OC)N(C(=O)C(C)(C)C)CC2 (centres undefined)	3%	8%	0%	4%	0.6	49	-9%	i	0.2	-1.6%	2%
O=C(c1cccc(S(=O)(=O)N2CCCCC2)c1)N1CCc2ccccc21	-7%	-10%	-5%	-11%	0.4	55	-6%	i	0.9	-0.8%	-1%
CC(C)(C)c1ccc(S(=O)(=O)N2CC(C(=O)O)Oc3ccc(Cl)cc32)cc1 (centres undefined)	9%	-2%	-4%	-12%	-0.5	88	5%	i	0.2	29%	5%
O=C(CCn1nc(-c2ccc(Cl)cc2)c2ccccc2c1=O)NN1CCOCC1	/	-8%	9%	12%	4.8	45	0%	i	0.2	0.5%	4%
CCOc1ccc(N(CC(=O)Nc2ccc(CC)cc2)S(=O)(=O)c2c(C)[nH]c(=O)[nH]c2=O)cc1	12%	-6%	4%	7%	1.7	55	-4%	i	1.6	6.4%	4%
Cc1nc(NCCc2ccccc2)sc1C(=O)O	3%	-9%	-15%	2%	-0.4	55	-1%	i	0.9	-1.4%	2%
O=C(NCCC1=CCCCC1)c1ccc(=O)oc1	-3%	9%	-4%	11%	-0.9	67	-3%	i	1.7	10%	4%
Cc1cc(NC(=O)c2ccccc2)cc(NC(=O)c2ccccc2)c1C	8%	-5%	-14%	4%	2.1	49	-8%	i	0.4	4.7%	-3%
CSCC[C@H](NC(=O)C1CCN(C(=O)[C@H](Cc2ccccc2)NS(=O)(=O)c2ccc(C)cc2)CC1)C(=O)O	3%	1%	-2%	-4%	0.5	85	-8%	i	0.5	0.1%	4%
COCc1cc(CNC(=O)C2CCC(=O)N(Cc3ccccc3F)C2)[nH]n1 (centres undefined)	8%	2%	19%	5%	0.8	58	-7%	i	0.5	-1.8%	3%
CN(C)Cc1ccccc1Sc1cccc2ccccc12	6%	11%	20%	-1%	/	/	-3%	i	0.5	-0.9%	-6%
Cc1nc(NS(=O)(=O)c2ccccc2)sc1NC(=O)Nc1ccc(Cl)cc1	5%	0%	-9%	5%	3.8	57	-1%	i	0.4	27%	13%
O=C(CN1CCCCC1)Nc1ccc(S(=O)(=O)NC2CCCCC2)cc1	6%	-2%	-7%	8%	0.0	40	0%	i	1.2	3.4%	-1%
N#CN=C1CCCCCN1CC(N)=O	4%	-6%	3%	16%	-2.2	76	-2%	i	0.8	0.4%	-2%
O=C(NC(=S)NN1CCCCC1c1cccnc1)c1ccc(Br)cc1 (centres undefined)	13%	-12%	0%	20%	0.4	50	-6%	i	0.5	-0.7%	5%
COC(=O)c1cc2n(n1)CCN(Cc1ccc(F)cc1)C2=O	8%	5%	-1%	-3%	-0.6	53	-6%	i	0.4	-0.2%	-7%
COc1ccc2c(c1)c(=O)oc1cc(OCC(=O)NCC3CCC(C(=O)O)CC3)ccc12 (centres undefined)	0%	6%	-4%	-2%	2.6	94	-13%	i	2.8	1.7%	16%
C/C(=N/NS(=O)(=O)c1ccc(F)cc1)c1ccc(NC(=O)c2ccc(C)o2)cc1	12%	18%	3%	6%	0.3	67	-2%	i	1.0	-0.2%	-1%
Cc1onc(-c2ccccc2)c1C(=O)Nc1nnc(C(C)(C)C)s1	4%	6%	-5%	2%	0.9	45	-1%	i	0.8	-1.2%	4%
Cc1ccc(N=C2SC(C(=O)NCCc3ccccc3)CC(=O)N2C)cc1C (centres undefined)	8%	-7%	0%	0%	0.2	59	-4%	i	0.1	-2.5%	1%
CCNc1nc(N)c(C(=C(C#N)C#N)c2ccccc2)s1	6%	8%	-10%	-5%	1.6	49	-24%	i	1.2	-2.1%	1%
NC(=O)NC(=O)COC(=O)CN1C(=O)C2CCCCC2C1=O (centres undefined)	-1%	-11%	11%	-2%	-2.9	61	2%	i	0.5	-0.4%	12%
CN=c1scc(-c2ccccc2F)n1/N=C/c1ccc(O)c(O)c1O	-9%	-6%	6%	-8%	/	/	1%	i	1.1	23%	11%
COc1cc2nc(CN(C)Cc3ccc(C(C)(C)C)cc3)[nH]c(=O)c2cc1OC	1%	0%	-11%	-8%	4.3	24	-3%	i	0.4	0.0%	2%
CC(C)CCN(C(=O)Nc1ccc(Cl)cc1)C1CCN(C(C)C)CC1	-4%	-6%	-2%	-5%	1.7	74	-7%	i	0.3	-0.6%	-6%
Cc1ccc(-n2ncc3c(=O)n(CC(=O)N(C)C)cnc32)cc1	11%	-9%	13%	6%	-0.9	80	-8%	i	0.5	2.7%	6%
CC(C(=O)NC(=O)NC1CCCCC1)N(C)CC(=O)Nc1ccc(F)c(F)c1F (centres undefined)	2%	-8%	/	/	-1.5	57	/	i	0.8	/	/
COc1ccc(NC(=O)c2ccccc2)cc1NS(=O)(=O)c1ccc(F)cc1	10%	-4%	-2%	-7%	-2.4	70	0%	i	0.6	-0.8%	-7%
Cc1cc(C(C)(C)C)cc(S(=O)(=O)Nc2cccc(C(=O)O)c2)c1C	-1%	2%	0%	3%	4.1	87	-5%	i	9.0	15%	2%
CCCCOC(=O)n1ccc(C(=O)Nc2ccccc2OC)n1	-2%	-3%	1%	0%	0.7	54	-13%	i	1.4	1.6%	7%
COc1ccc(C(=O)Oc2cc(C)[nH]c(=O)c2[N+](=O)[O-])cc1	14%	-8%	1%	2%	2.4	77	-4%	i	1.4	0.6%	-1%
Cc1cccc(NCC(=O)N/N=C\c2ccc[nH]2)c1	12%	1%	5%	3%	0.6	65	3%	i	0.4	-1.9%	-4%
Cc1ccc2[nH]cc(S(=O)(=O)c3ccc(F)cc3)c(=O)c2c1	3%	/	3%	0%	1.1	95	3%	i	0.4	-1.4%	1%
CCOC(=O)c1cnc(SCc2nc(N)nc(Nc3ccc(C)cc3)n2)nc1N	6%	26%	1%	2%	0.7	59	-3%	i	6.9	-2.3%	1%
O=C(Nc1ccn(-c2ccccc2)n1)c1ccc(Cl)cc1	7%	-3%	2%	7%	0.8	50	-1%	i	0.6	-1.9%	0%
COc1cc(NS(=O)(=O)c2ccc(NC(=O)Cc3ccccc3)cc2)nc(OC)n1	7%	8%	6%	9%	-0.9	67	-10%	i	0.7	3.9%	0%
CC1CCN(CCCNC(=O)C2CCC(CNS(=O)(=O)c3ccccc3)CC2)CC1 (centres undefined)	-8%	-2%	-7%	25%	-1.1	46	-7%	?	/	-0.2%	-5%
COC(=O)c1cc(OC)c(OC)cc1NCC(=O)Nc1cccc(C(F)(F)F)c1	10%	1%	16%	8%	0.8	76	-6%	i	0.5	-0.6%	14%
COc1ccc(/C=N/NC(=O)c2ccc(CN3c4cccc5cccc(c45)S3(=O)=O)cc2)cc1	0%	27%	-6%	-8%	1.2	35	4%	i	0.2	0.3%	-3%
COc1ccccc1Cn1c(=S)[nH]c2ccccc2c1=O	1%	10%	4%	6%	3.1	91	-7%	i	0.8	0.6%	-1%
